Compound activity (PubChem)
PRC2 inh: inhibitors of human EZH2/PRC2 methyltransferase | PRC2 H3K27 methylation, DELFIA TRF, 1 h | inhibition, % at 12.5 µM | 57,000 tested, 0.35% active | AID 651548;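 active = mean inhibition of replicates at least 50% and every single replicate also reaching 50%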;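 also: dimethyl H3K27 on biotinylated H3 21-44 peptide detected by antibody; plate controls were median neutral control wells for no effect and median positive control wells for full effect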
Target sequence (Q15910 whole entry, looked up): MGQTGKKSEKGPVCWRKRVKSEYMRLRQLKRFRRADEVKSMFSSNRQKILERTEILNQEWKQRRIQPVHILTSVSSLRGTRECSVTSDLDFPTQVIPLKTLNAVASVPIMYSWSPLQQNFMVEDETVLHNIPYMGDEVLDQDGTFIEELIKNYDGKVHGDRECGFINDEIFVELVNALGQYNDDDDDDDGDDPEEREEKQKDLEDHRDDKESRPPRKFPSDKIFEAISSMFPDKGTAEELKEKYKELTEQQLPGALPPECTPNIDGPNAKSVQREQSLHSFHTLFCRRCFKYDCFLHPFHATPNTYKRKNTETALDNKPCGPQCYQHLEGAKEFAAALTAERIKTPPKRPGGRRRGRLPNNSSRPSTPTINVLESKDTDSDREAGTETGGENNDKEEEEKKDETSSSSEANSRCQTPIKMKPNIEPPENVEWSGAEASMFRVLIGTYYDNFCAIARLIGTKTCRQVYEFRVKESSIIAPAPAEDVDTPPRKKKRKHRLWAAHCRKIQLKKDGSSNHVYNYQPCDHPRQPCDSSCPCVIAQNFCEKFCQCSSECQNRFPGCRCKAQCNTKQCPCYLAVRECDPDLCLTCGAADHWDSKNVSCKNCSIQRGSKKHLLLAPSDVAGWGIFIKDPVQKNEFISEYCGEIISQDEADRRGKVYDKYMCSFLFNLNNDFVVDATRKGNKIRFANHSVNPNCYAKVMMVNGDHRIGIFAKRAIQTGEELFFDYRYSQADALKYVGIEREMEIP
IDH1 mut inh: blocks human IDH1 R132H reductase activity. O75874. diaphorase/resazurin fluorescence, 60 min. inhibition, % at 10 µM. 70,000 tested, 0.18% active; in the data active = inhibition above about 34%;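 also: 0% = DMSO and 100% = no enzyme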
* = called active by the depositor; / = not tested or not shown; & = joins results of further samples.

SMILES | PRC2 inh | IDH1 mut inh
C[C@H]1CCCCO[C@@H](CN(C)C(=O)c2ccccc2)[C@@H](C)CN([C@@H](C)CO)C(=O)c2cc(NC(=O)Nc3ccc(F)cc3)ccc2O1 | / | 0.8
CC(=O)OCC(=O)[C@H]1CC[C@H]2[C@@H]3CCC4=CC(=O)CC[C@]4(C)[C@H]3CC[C@]12C | 20 | -0.7
OC(COCC1COc2ccccc2O1)CN1CCOCC1 (stereo unspecified) | 3 | 0.1
C[C@@H]1CN([C@@H](C)CO)S(=O)(=O)c2ccc(C#CC3CC3)cc2O[C@H]1CN(C)C(=O)c1cccnc1 | 3 | 0.1
CCC(=O)N(C)C[C@H]1Oc2cc(C3=CCCC3)ccc2S(=O)(=O)N([C@@H](C)CO)C[C@@H]1C | -5 | 6.6
COc1ccc([N+](=O)[O-])cc1NC(=O)CCN1CCN(c2cccc(C(F)(F)F)c2)CC1 | -1 | 0.6
CO[C@H]1CN(C)C(=O)c2ccc(NC(=O)C3CCC3)cc2OC[C@H](C)N(Cc2ccccn2)C[C@H]1C | 12 | 0.0
CC(C)NC(=O)N(C)C[C@@H]1Oc2cc(-c3cncnc3)ccc2S(=O)(=O)N([C@H](C)CO)C[C@H]1C | -18 | 0.3
O=C(C[C@@H]1C=C[C@@H](NC(=O)c2ccncc2)[C@@H](CO)O1)NCC1CC1 | 13 | 0.1
COc1cccc(NC(=O)N[C@H]2C=C[C@H](CC(=O)NCc3ccccn3)O[C@@H]2CO)c1 | -3 | -0.3
C[C@H](CO)N1C[C@H](C)[C@H](CN(C)C(=O)Nc2ccccc2)Oc2ncc(C#Cc3ccccc3)cc2C1=O | / | -0.5
COc1cccc(NC(=O)N[C@@H]2CC[C@@H](CC(=O)N3CCN(C)CC3)O[C@H]2CO)c1 | -4 | -0.3

Laid out differently: entries from further up.
OC(COCC1COc2ccccc2O1)CN1CCOCC1 (stereo unspecified)
- PRC2 inh = 3
- IDH1 mut inh = 0.1

C[C@@H]1CN([C@@H](C)CO)S(=O)(=O)c2ccc(C#CC3CC3)cc2O[C@H]1CN(C)C(=O)c1cccnc1
- PRC2 inh = 3
- IDH1 mut inh = 0.1

Molecules above that have sulfur, in the order listed:
SMILES | PRC2 inh | IDH1 mut inh
C[C@@H]1CN([C@@H](C)CO)S(=O)(=O)c2ccc(C#CC3CC3)cc2O[C@H]1CN(C)C(=O)c1cccnc1 | 3 | 0.1
CCC(=O)N(C)C[C@H]1Oc2cc(C3=CCCC3)ccc2S(=O)(=O)N([C@@H](C)CO)C[C@@H]1C | -5 | 6.6
CC(C)NC(=O)N(C)C[C@@H]1Oc2cc(-c3cncnc3)ccc2S(=O)(=O)N([C@H](C)CO)C[C@H]1C | -18 | 0.3

(list continues)
SMILES | PRC2 inh | IDH1 mut inh
C[C@@H]1CCCCO[C@H](CN(C)C(=O)Cc2ccccc2)[C@H](C)CN([C@H](C)CO)C(=O)c2cc(NC(=O)Nc3ccc(F)cc3)ccc2O1 | / | 1.5
C[C@H](CO)N1C[C@H](C)[C@@H](CN(C)C(=O)c2ccccc2)OCCCC[C@H](C)Oc2ccc(NC(=O)Cc3ccccc3)cc2C1=O | / | -0.4
C/C=C/c1ccc2c(c1)O[C@H](CN(C)Cc1ccncc1)[C@@H](C)CN([C@H](C)CO)S2(=O)=O | 1 | 42*
O=C(N[C@@H]1CC[C@H](CCNC(=O)C2CCCCC2)O[C@@H]1CO)c1ccccn1 | 3 | 0.0
CO[C@H]1CN(C)C(=O)c2ccc(NC(=O)c3cc(C)on3)cc2OC[C@@H](C)N(C(=O)C2CC2)C[C@H]1C | -9 | -0.2
C[C@H](CO)N1C[C@H](C)[C@@H](CN(C)S(=O)(=O)c2ccc(Cl)cc2)OCc2ccccc2-c2ccccc2C1=O | -10 | -0.2
C[C@H]1CN([C@@H](C)CO)C(=O)Cc2cc(NC(=O)C3CCCCC3)ccc2O[C@H]1CN(C)C(=O)Nc1ccc2c(c1)OCO2 | / | -8.4
CCCC(=O)Nc1ccc2c(c1)C(=O)N(C)C[C@H](OC)[C@H](C)CN(C(=O)C1CCCC1)[C@@H](C)CO2 | -3 | -0.2
COc1ccc(NC(=O)N(C)C[C@H]2Oc3cc(-c4ccc(C)cc4)ccc3S(=O)(=O)N([C@@H](C)CO)C[C@@H]2C)cc1 | -10 | 0.3
COc1cc2[nH]c(=S)n(CCc3cnc[nH]3)c(=O)c2cc1OC | -6 | 2.4
CO[C@H]1CN(C)C(=O)c2ccc(NS(C)(=O)=O)cc2OC[C@@H](C)N(Cc2cncnc2)C[C@H]1C | 0 | -0.1
C[C@@H]1CN([C@@H](C)CO)C(=O)c2ccccc2-c2ccccc2CO[C@@H]1CN(C)C(=O)c1ccncc1 | -1 | -0.5
O=C(Cc1ccccn1)NCC[C@H]1CC[C@H](NC(=O)c2ccccc2F)[C@H](CO)O1 | 5 | 0.3
COc1ccc(NC(=O)N[C@@H]2CC[C@H](CCNC(=O)c3ccccc3F)O[C@@H]2CO)cc1 | 0 | -0.1
Cc1ccc(S(=O)(=O)Nc2cccc3c2O[C@@H](CN(C)C(=O)Nc2ccccc2)[C@@H](C)CN([C@H](C)CO)C3=O)cc1 | 8 | -1.4
CN1CCN(C(=O)C[C@H]2C[C@@H]3c4cc(NC(=O)Nc5ccccc5F)ccc4O[C@@H]3[C@@H](CO)O2)CC1 | 29 | -0.5
C[C@H](CO)N1C[C@H](C)[C@@H](CN(C)C(=O)CC2CC2)Oc2ncc(C#CC3(O)CCCC3)cc2C1=O | 9 | 0.0
COCCNC(=O)C[C@H]1C[C@H]2c3cc(NC(=O)CN(C)C)ccc3O[C@H]2[C@H](CO)O1 | 2 | 0.2
C[C@H]1CN([C@@H](C)CO)C(=O)c2cccc(NC(=O)Nc3ccc(C(F)(F)F)cc3)c2O[C@@H]1CN(C)C(=O)Nc1ccccc1 | -45 | -0.4
CC(NCC(O)Cn1c2ccccc2c2ccccc21)C(=O)O (stereo unspecified) | -7 | -0.2
C[C@@H]1CN([C@H](C)CO)C(=O)Cc2cc(NC(=O)Nc3ccc(C(F)(F)F)cc3)ccc2O[C@H]1CN(C)Cc1ccc(C(F)(F)F)cc1 | / | -1.8
COCC#Cc1ccc2c(c1)O[C@@H](CN(C)Cc1ccccc1F)[C@H](C)CN([C@@H](C)CO)S2(=O)=O | 14 | -0.2
CCCC#Cc1ccc2c(c1)O[C@@H](CN(C)C)[C@@H](C)CN([C@H](C)CO)S2(=O)=O | -13 | 59*
CO[C@H]1CN(C)C(=O)c2ccc(NC(=O)C3CCOCC3)cc2OC[C@@H](C)N(Cc2cccnc2)C[C@H]1C | 5 | 0.1

3 compounds picked at random from those above, as already listed:
SMILES | PRC2 inh | IDH1 mut inh
O=C(Cc1ccccn1)NCC[C@H]1CC[C@H](NC(=O)c2ccccc2F)[C@H](CO)O1 | 5 | 0.3
COCC#Cc1ccc2c(c1)O[C@@H](CN(C)Cc1ccccc1F)[C@H](C)CN([C@@H](C)CO)S2(=O)=O | 14 | -0.2
C[C@@H]1CN([C@H](C)CO)C(=O)Cc2cc(NC(=O)Nc3ccc(C(F)(F)F)cc3)ccc2O[C@H]1CN(C)Cc1ccc(C(F)(F)F)cc1 | / | -1.8

Additional records
SMILES | PRC2 inh | IDH1 mut inh
O=C(C[C@@H]1CC[C@H](NC(=O)CN2CCOCC2)[C@H](CO)O1)NCc1cccc(F)c1 | 2 | 0.0
CN(C)c1ccc2c(c1)[C@H]1C[C@H](CC(=O)NCc3ccccc3)O[C@H](CO)[C@H]1O2 | -29 | -1.2
CN(CC[C@@H](Oc1ccc(-c2ccccc2)cc1)c1ccc(F)cc1)CC(=O)O | -2 | -0.5
CCNC(=O)C[C@@H]1CC[C@H](NC(=O)NC2CCCCC2)[C@H](CO)O1 | -1 | 0.1
CCCC#Cc1cnc2c(c1)C(=O)N([C@H](C)CO)C[C@H](C)[C@H](CN(C)C(=O)C1CCCCC1)O2 | -12 | -0.3
COc1ccccc1C(=O)Nc1ccc2c(c1)OC[C@H](C)N(C)C[C@@H](C)[C@@H](OC)CN(C)C2=O | -6 | 0.2
COC(=O)c1ccccc1NC(=O)Cn1c(=O)n(C)c(=O)c2ccccc21 | 21 | 2.2
COc1ccc(S(=O)(=O)N(C)C[C@@H]2Oc3ccc(NC(=O)CCCCCC(=O)Nc4ccccc4N)cc3C(=O)N([C@@H](C)CO)C[C@H]2C)cc1 | -30 | /
C[C@H]1CN([C@@H](C)CO)C(=O)c2cccc(NC(=O)NC3CCCCC3)c2O[C@@H]1CN(C)Cc1ccccc1 | -20 | /
O=C(C[C@H]1C=C[C@H](NS(=O)(=O)c2ccccc2)[C@H](CO)O1)NCCN1CCCCC1 | 13 | 0.2
Cc1noc(C)c1S(=O)(=O)N(C)C[C@H]1OCCCC[C@@H](C)Oc2ccc(NC(=O)CCCCCC(=O)Nc3ccccc3N)cc2C(=O)N([C@@H](C)CO)C[C@@H]1C | / | 0.7
O=C(Nc1ccc(F)cc1)N[C@@H]1C=C[C@@H](CC(=O)N2CCOCC2)O[C@H]1CO | 3 | 0.2
CN(C)CC(=O)Nc1ccc2c(c1)[C@@H]1C[C@@H](CC(=O)N3CCN(C)CC3)O[C@H](CO)[C@@H]1O2 | 12 | 0.0
Cc1ccc(-c2nn(CCC(=O)Nc3cccc(Cl)c3)c(=O)c3ccccc23)cc1 | 5 | -0.7
CCC(=O)Nc1ccc2c(c1)C(=O)N(C)C[C@H](OC)[C@H](C)CN(Cc1ccccc1F)[C@H](C)CO2 | -1 | 0.2
CCC(=O)N1C[C@H](C)[C@@H](OC)CN(C)C(=O)c2cc(NC(=O)c3cc(C)on3)ccc2OC[C@@H]1C | -9 | 0.2
C[C@@H]1CCCCO[C@H](CN(C)C(=O)CCC(F)(F)F)[C@@H](C)CN([C@H](C)CO)C(=O)c2cc(NC(=O)Cc3ccccc3)ccc2O1 | / | 0.7
CC(C)NC(=O)N(C)C[C@@H]1OCCCC[C@@H](C)Oc2ccc(NC(=O)Nc3ccc(F)cc3)cc2C(=O)N([C@H](C)CO)C[C@H]1C | / | 1.5
Cn1c(SCC(=O)c2ccc(F)cc2)nnc1-c1ccco1 | 17 | 0.4
COC(=O)c1cc(-c2ccccc2)sc1NC(=S)Nc1ccn(C)n1 | 2 | 3.6
COC(=O)[C@H](Cc1ccc(N=[N+]=[N-])cc1)N[C@H](/C=C/C1CC1)[C@@H](O)Cc1ccccc1 | 17 | 2.1
C[C@H]1CN([C@@H](C)CO)C(=O)Cc2cc(N(C)C)ccc2O[C@H]1CN(C)C(=O)Nc1ccccc1 | 4 | 0.4
O=C(Nc1ccc2c(c1)[C@H]1C[C@@H](CC(=O)N3CCOCC3)O[C@H](CO)[C@H]1O2)c1cccnc1 | -7 | 0.4
CN(C)CC(=O)N[C@H]1CC[C@H](CCn2cc(C3CCCCC3)nn2)O[C@@H]1CO | -10 | -0.1
COc1ccc(CNC(=O)N(C)C[C@H]2OCc3ccccc3-c3c(n(C)c4ccccc34)C(=O)N([C@@H](C)CO)C[C@H]2C)cc1 | -13 | -2.2
Nc1nnc(SCC(=O)Nc2ccc(F)c(F)c2F)s1 | -9 | 0.5
C[C@H]1CN([C@@H](C)CO)C(=O)c2cc(NS(=O)(=O)c3cccs3)ccc2O[C@H]1CN(C)CC1CC1 | 6 | 0.3
CN(C)C(=O)C[C@H]1CC[C@H](NC(=O)C2CCC2)[C@@H](CO)O1 | 20 | -0.7
C[C@H]1CN([C@@H](C)CO)C(=O)c2cc(NC(=O)Cc3ccccc3)ccc2O[C@H]1CN(C)C(=O)Nc1ccccc1 | 2 | -1.9
C[C@H](CO)N1C[C@H](C)[C@H](CN(C)S(=O)(=O)c2cn(C)cn2)Oc2ccc(NC(=O)Nc3ccc(F)cc3)cc2C1=O | / | -0.5
COc1ccccc1NC(=O)N(C)C[C@@H]1Oc2ncc(Br)cc2C(=O)N([C@H](C)CO)C[C@@H]1C | -16&1 | 0.1
O=[N+]([O-])c1ccccc1/C=C/CN1CCC(O)CC1 | -23 | 1.8
C[C@@H]1CN([C@H](C)CO)C(=O)Cc2cc(NC(=O)C3CC3)ccc2O[C@@H]1CN(C)Cc1ccc(Oc2ccccc2)cc1 | / | 1.8
CC1(C)CC(=O)C2=C(C1)N(c1ccccc1)C(=O)C2(NC(=O)c1cccnc1)C(F)(F)F (stereo unspecified) | -2 | 0.3
COc1ccccc1-c1ccc2c(c1)O[C@H](CN(C)C(=O)c1cccnc1)[C@H](C)CN([C@H](C)CO)S2(=O)=O | 7 | 0.0
C[C@H]1CN([C@@H](C)CO)C(=O)c2cc(C3=CCCCC3)cnc2O[C@H]1CN(C)C(=O)CN1CCOCC1 | 0 | /
Cc1noc(C)c1S(=O)(=O)N(C)C[C@H]1Oc2c(NS(C)(=O)=O)cccc2C(=O)N([C@@H](C)CO)C[C@H]1C | / | -1.7
O=C(C[C@H]1CC[C@@H](NC(=O)CCN2CCCCC2)[C@H](CO)O1)Nc1nccs1 | 11 | 0.2
C[C@H]1CN([C@@H](C)CO)C(=O)c2cc(C#CC3(O)CCCC3)cnc2O[C@@H]1CN(C)S(=O)(=O)c1cccc(F)c1 | 3 | /
C[C@H](CO)N1C[C@H](C)[C@@H](CN(C)S(=O)(=O)c2ccccc2)Oc2ccc(NC(=O)Cc3ccccc3)cc2CC1=O | -3 | -2.3
C[C@H]1CN([C@@H](C)CO)C(=O)Cc2cc(NC(=O)Nc3ccc(C(F)(F)F)cc3)ccc2O[C@H]1CN(C)Cc1ccc(C(F)(F)F)cc1 | / | 0.2
Cc1ccc(C2C(C(=O)c3sc(-c4ccccc4)nc3C)C(=O)C(=O)N2CCN(C)C)o1 (stereo unspecified) | -8 | 0.3
CC(C)NC(=O)N(C)C[C@H]1Oc2ccc(NC(=O)c3ccncc3)cc2C(=O)N([C@H](C)CO)C[C@@H]1C | -3 | 3.4

These rows are one share of the data, so the mix of outcomes need not match the whole.
